High-throughput results (PubChem)
LMNA splice mod = LMNA splicing modulation | HeLa LMNA splicing GFP/RFP minigene ratio, 48 h | Potency, µM (doses to about 46.1 µM), inactives show top-dose ratio change, negative = inhibition, actives largely listed as inhibitors | hit rate 0.01% among 200,000 | AID 1487; active = well fitted inhibition curve with a large enough effect in the signal ratio, with a control signal flat, not every such curve was filed as active; inconclusive = small, poorly fitted or top-dose-only effect, or effect the other way, or a change in a side signal; the % refers to the signal ratio; also: % is scaled to controls: 0 for no effect and ±100 for the full control effect
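S3 HeLa cells stably expressing lamin A-EGFP splicing minigene plus DsRed2, 600 cells/well, 48 h compound exposure at 37C. Laser-scanning cytometry; analysed as GFP (500-530 nm)/RFP (575-640 nm) total intensity ratio; 0.5% DMSO vehicle.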
RECQ1 helicase = blocks DNA unwinding by human RECQ1 | P46063 | RECQ1 DNA unwinding, red fluorescence kinetic read | Potency, µM (top dose mostly 57.3 µM), without a hit: top-dose activity, negative = inhibition, actives largely listed as inhibitors | hit rate 0.54% among 240,000 | AID 2549;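 also: plate controls were vehicle for no effect and no enzyme for full effect; nearly all actives have a fitted effect of over 30% in size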
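RECQ1T1 50 nM; forked duplex (20 bp + 30-nt ss tails) 200 nM, ATP 2 mM final; pH 8.0, 2 mM MgCl2, 2.5 ug/ml poly(dI-dC); 15 min compound preincubation; discontinuous kinetic read over 2 h at RT.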
SMN2 splice enh = increases expression of the SMN2 splice variant; Potency, µM (series often up to 46.1 µM), for the others: at the top dose activity change, positive = activation, hits mostly activators; hit rate 2.8% among 210,000; HEK293 SMN2-luciferase splicing reporter, luminescence, 30-36 h; also: % of control where 0% means no effect; nearly all actives have a fitted effect of over 55% in size
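HEK293 cells carry an SMN2 […]–luciferase reporter in which exon 7 inclusion puts luciferase in frame. Cells were plated 10-12 h before compound addition, then incubated 30-36 h at 37C. ONE-Glo luminescence was read; sodium butyrate at 4.5 mM final served as control.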
ALDH1A1 block = blocks purified human ALDH1A1 activity | hit rate 7.3% among 220,000 | Potency, µM (doses to about 75.3 µM), for the others: top-dose activity, negative = inhibition, usual class: inhibitors | P00352 | Purified ALDH1A1, NADH fluorescence, propionaldehyde substrate; active = well fitted inhibition curve with a large enough effect, not every such curve was filed as active; inconclusive = small, poorly fitted or top-dose-only effect, or another doubt; inactive = no such curve, though single readings can be large or run the other way;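 also: plate controls were no enzyme wells and a reference inhibitor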
Target sequence (P00352 whole entry, looked up): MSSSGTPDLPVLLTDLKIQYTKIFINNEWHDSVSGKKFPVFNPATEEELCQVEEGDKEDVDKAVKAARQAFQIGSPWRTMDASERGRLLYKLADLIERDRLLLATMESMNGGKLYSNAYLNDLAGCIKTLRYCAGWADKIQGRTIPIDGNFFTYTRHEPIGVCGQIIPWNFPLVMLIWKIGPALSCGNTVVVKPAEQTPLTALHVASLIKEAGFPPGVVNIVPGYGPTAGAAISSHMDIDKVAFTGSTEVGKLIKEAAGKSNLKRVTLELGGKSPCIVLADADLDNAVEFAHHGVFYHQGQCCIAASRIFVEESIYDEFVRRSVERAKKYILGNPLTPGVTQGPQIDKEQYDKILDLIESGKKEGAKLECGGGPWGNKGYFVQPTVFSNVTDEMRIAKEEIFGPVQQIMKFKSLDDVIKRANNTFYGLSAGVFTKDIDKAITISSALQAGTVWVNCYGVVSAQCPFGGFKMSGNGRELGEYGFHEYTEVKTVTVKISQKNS
TRb SRC2 PPI = inhibitors of human thyroid hormone receptor beta-SRC2 interaction; Potency, µM (top dose mostly 106 µM), for the others: at the highest dose activity change, negative = inhibition, actives largely listed as inhibitors; AID 1469; hit rate 0.065% among 280,000; TRbeta-SRC2 peptide binding, fluorescence polarization; receptor liganded with 1 µM T3; P10828;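 also: plate controls were bound peptide for no effect and peptide without receptor for full effect; nearly all actives have a fitted effect of over 50% in size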
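TRb LBD 0.6 uM + Texas Red SRC2 peptide 20 nM, 1 uM T3, Tris buffer w/ 5% DMSO; compound pinned, 5 h RT; FP read ex 555/em 632; normalized to unbound and bound controls.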
RGS12 GoLoco inh = blocks human Gai1 binding to RGS12 GoLoco peptide, red readout; Gai1:RGS12 GoLoco peptide FP, rhodamine, 10 min; P63096; AID 880; Potency, µM (series often up to 61.6 µM), for the others: at the highest dose activity, negative = inhibition, actives largely listed as inhibitors; hit rate 0.44% among 230,000; active = well fitted inhibition curve with a large enough effect, not every such curve was filed as active; inactive = no such curve, though single readings can be large or run the other way; also: % is scaled to controls: 0 for no effect and ±100 for the full control effect; nearly all actives have a fitted effect of over 30% in size; many of its hits are not listed in these tables
TR SRC2 fluor cs = Texas Red fluorescence interference in TRb-SRC2 counter-screen. Potency, µM (doses to about 106 µM), for the others: at the highest dose fluorescence change, negative = quenching. hit rate 0.29% among 280,000. TRb/SRC2 Texas Red total fluorescence interference; active = well fitted curve in either direction with a large enough effect; inconclusive = small, poorly fitted or top-dose-only effect; also: % is scaled to controls: 0 for no effect and ±100 for the full control effect
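Human TRb ligand-binding domain at 0.6 uM with 20 nM Texas Red SRC2 peptide in Tris buffer containing 1 uM T3 and 5% DMSO, incubated with compound 5 h at ambient temperature. Total fluorescence (555/632 nm) calculated as parallel + 2 × perpendicular.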
KDM4E inh = blocks human JMJD2E demethylase activity; B2RXH2; JMJD2E catalytic domain, FDH-coupled NADH fluorescence (FDH is formaldehyde dehydrogenase); Potency, µM (highest dose often 57.1 µM), without a hit: at the top dose activity change, negative = inhibition, actives largely listed as inhibitors; hit rate 1.6% among 230,000; active = well fitted inhibition curve with a large enough effect, not every such curve was filed as active; inconclusive = small, poorly fitted or top-dose-only effect, or another doubt; inactive = no such curve, though single readings can be large or run the other way;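 also: 0% = wells with enzyme and -100% = buffer wells without enzyme; nearly all actives have a fitted effect of over 50% in size; many of its hits are not listed in these tables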
Target sequence (B2RXH2 1-337 limits assumed): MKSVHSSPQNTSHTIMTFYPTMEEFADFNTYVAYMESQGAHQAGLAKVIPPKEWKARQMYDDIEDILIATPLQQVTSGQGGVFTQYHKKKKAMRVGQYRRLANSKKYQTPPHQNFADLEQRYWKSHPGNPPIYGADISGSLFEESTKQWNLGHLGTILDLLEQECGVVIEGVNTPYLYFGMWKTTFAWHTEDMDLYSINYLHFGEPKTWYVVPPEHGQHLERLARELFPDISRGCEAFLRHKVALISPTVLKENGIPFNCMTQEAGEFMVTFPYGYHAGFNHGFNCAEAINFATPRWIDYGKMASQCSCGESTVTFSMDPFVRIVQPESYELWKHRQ
* marks the source's active call; other numbers are inactive results; i = inactive; ? = inconclusive; · = no result given; & = joins results of further samples; [ ] = dose if it differs, or a comment. Unless noted, calls follow the shape of the dose curve; as a rule, active = well fitted curve in the direction sought with a large enough effect; inconclusive = small, poorly fitted or top-dose-only effect, or another doubt; inactive = no such curve, though single readings can be large; an effect the other way counts as inactive or inconclusive. Potency is read from the fitted curve at half-maximal effect.

SMILES	LMNA splice mod	RECQ1 helicase	SMN2 splice enh	ALDH1A1 block	TRb SRC2 PPI	RGS12 GoLoco inh	TR SRC2 fluor cs	KDM4E inh
CC(C)CN1CCC(=O)N([C@H](CSc2ccc(Br)cc2)Cc2ccccc2)CC1	·	-13%	·	·	-7%	12%	0%	1%
CNC(=O)N(O)C1N(/N=C/c2ccccc2O)C(=S)SC1(C)C (configuration not stated)	·	-2%	·	·	-1%	2%	-2%	-17%
CCOc1ccc(C(=O)NCc2cccs2)cc1	9%	-18%	15%	-2%	9%	0%	-4%	-6%
CCOC(=O)C1(Cc2ccccc2)CCCN(Cc2ccccn2)C1 (configuration not stated)	2%[46 µM]	3%	·	7%	7%[53 µM]	7%	-2%[53 µM]	-5%
S=C(NCc1cccs1)Nc1ccc(Cl)cc1	?	i	·	?	-5%	·	-8%	?
CC#CC#Cc1cccc(=O)o1	·	i	·	·	-1%	2%	-1%	0%
Cc1nc2c(nnn2Cc2ccccc2)c(=O)n1-c1ccccc1	2%	i	21%	?	-3%	10%	2%	-2%
COc1ccc(-c2ccc(/C=C3/C(=N)N4C(C)=CSC4=NC3=O)o2)c([N+](=O)[O-])c1	-27%	?	-12%	0%	1%	31%[activator]	-1%	-3%
CCOC(=O)c1cccc(NC(=O)CCc2c(C)nc3ncnn3c2C)c1	15%	i	-1%	-3%	2%	0%	-5%	-1%
CCOC(=O)C(C)NC(=O)C(NC(=O)C1CCC(CC)CC1)C(C)C (configuration not stated)	5%	i	-7%	8%	-8%	0%	-2%	3%
Cc1oc2cc(O)cc(O)c2c(=O)c1-c1ccc2c(c1)OCCCO2	?	8%	-3%	16µM*	3%	4%	0%	?
Cc1ccc(Nc2nc(C)cc(C)c2C(N)=O)cc1	2%	-3%	4%	8%	8%	2%	1%	16%

Some of the entries above, set out differently.
The line under a structure holds: LMNA splice mod	RECQ1 helicase	SMN2 splice enh	ALDH1A1 block	TRb SRC2 PPI	RGS12 GoLoco inh	TR SRC2 fluor cs	KDM4E inh
> Cc1nc2c(nnn2Cc2ccccc2)c(=O)n1-c1ccccc1
 : 2%	i	21%	?	-3%	10%	2%	-2%
> COc1ccc(-c2ccc(/C=C3/C(=N)N4C(C)=CSC4=NC3=O)o2)c([N+](=O)[O-])c1
 : -27%	?	-12%	0%	1%	31%[activator]	-1%	-3%

Following part
SMILES	LMNA splice mod	RECQ1 helicase	SMN2 splice enh	ALDH1A1 block	TRb SRC2 PPI	RGS12 GoLoco inh	TR SRC2 fluor cs	KDM4E inh
OC(COc1ccccc1CNCc1cccnc1)CN1CCc2ccccc2C1 (configuration not stated)	?	10%	·	-1%	-3%	8%	-3%	-10%
COc1nc(N(C#N)CC(N)=O)nc(N2CCCC2)n1	0%	4%	10%	-6%	9%	-5%	1%	-3%
CCOC(=O)c1ccc(NC(=S)N2CCC(O)CC2)cc1	1%	-5%	·	-11%	-3%	-2%	-2%	19%
CCOC(=O)c1[nH]c(C)c(C(=O)Nc2ccc(C)c(C)c2)c1C	-28%	-10%	18%	13%	-1%	5%	2%	3%
Cc1cc(C)c2c(CC(=O)NCc3ccco3)coc2c1	?	-4%	5%	-7%	-8%	-4%	-3%	-3%
O=C(c1ccccc1)c1cncc(Br)c1	-14%	4%	-12%	1%	0%	7%	-5%	2%
Cc1ccccc1Nc1oc(-c2ccccc2)nc1-c1cccs1	·	i	5%	1%	10%	44%[activator]	0%	1%
FC(F)(F)c1ccc(C2[C@H]3CN(CC4CCCCC4)[C@H](c4ccccc4)C34CC2(c2cccnc2)C4)cc1 (some centres not stated)	·	-2%	3%	-3%	1%&3%	4%&14%	0%&-1%	-3%&-5%
COC(=O)/C(=C/N(C)C)C(=O)N1CCN(c2ccc(Cl)c(Cl)c2)CC1	·	6%	-17%	-1%	2%	4%	-3%	-2%
CCCCN(C)C(=O)Cc1c(OC)ccc2cc(Br)ccc12	?	-1%	-17%	2%	-6%	15%	0%	-23%
Cc1noc(C)c1C(=O)N1CCC2(CC1)CCN(c1cccc(-c3ccccc3)c1)CC2	·	-5%	-76%[inhibitor]	?	·	2%	·	·
O=C(Oc1ccc(-c2nnco2)cc1)N1CCOCC1	1%	-7%	?	11%	-4%	-12%	1%	4%
Cc1cccc(CNc2nc(-c3ccc(C(=O)N(C)C)cc3)nc3ccccc23)c1	?	-15%	-9%	-8%	0%	0%	-7%	-22%
Cc1cccc(NC(=O)NNC(=O)COc2ccc(Cl)cc2)c1	-4%[46 µM]	i	8%	9%	4%	16%	-2%	2%
COc1ccc(CNC(=O)CCSCc2cccc(Cl)c2)c(OC)c1	-7%	-3%	4%	?	-1%	16%	2%	4%
CC(C)(C)NC(=O)CSc1nnnn1C(C)(C)C	2%	0%	10%	2%	-7%	2%	1%	8%
O=C(CNC(=O)c1ccccc1O)N/N=C/c1cc(Br)ccc1OC(=O)/C=C/c1ccco1	·	-18%	-103%[inhibitor]	?	2%	17%	0%	?
CCOc1ccc(C2C(C(=O)OC)=CN(CCOC)C=C2C(=O)OC)cc1	-11%	-5%	16%	?	-5%	6%	3%	?
CC(C)Oc1ccc(N2CC(C(=O)OCC(=O)NCc3ccccc3)CC2=O)cc1 (configuration not stated)	1%	-10%	7%	13%	1%	4%	1%	2%
O=C(c1ccccc1)c1ccccc1C(=O)c1ccccc1	·	i	·	·	4%	3%	-3%	4%
CCCCN(CCCNC(=O)C1CCCN(S(=O)(=O)CC)C1)Cc1ccccc1 (configuration not stated)	7%	-4%	13%	-2%	-7%	-5%	0%	7%
Cc1oc2ccc(O)c(CN(C)C)c2c1C(=O)c1ccccc1	?	21%	·	-9%	-4%	-6%	-7%	5%
CC(C)NC(=O)/C(C#N)=C/c1ccc(N(C)C)o1	·	-11%	·	·	0%	3%	-2%	-9%
CCCCCn1c(=O)c(C(=O)OCC)c(O)c2ccccc21	0%	i	12%	?	-3%	3%	-5%	-3%
O=C(CSc1nnc(SCc2cccc3ccccc23)s1)N/N=C/c1c[nH]c2ccccc12	?	-8%	-26%	14µM*	4%	-2%	0%	-5%
Cc1cccc(NC(=O)CSc2nc(COc3ccccc3)nc3ccccc23)c1C	11%	-1%	-26%	0%	-9%	7%	-3%	8%
CCOC(=O)C(C(=O)Nc1nc2ccccc2s1)C1CCCCC1 (configuration not stated)	24%	-15%	-20%	-3%	-1%	7%	-3%	0%
O=C(CN1C(=O)c2ccccc2C1=O)N1CCN(c2nnc(-c3ccccc3)c3ccccc23)CC1	-14%	1%	-13%	6%	-16%	5%	-2%	1%
COc1ccc(OC2C(=O)N(Cc3ccc(F)cc3)C2c2cc(OC)c(OC)c(OC)c2)cc1 (configuration not stated)	-5%	-2%	·	2%	-5%	·	-3%	4%
Cc1cc(NCCN2CCOCC2)c2ccc3ccccc3c2n1	?	22%	-10%	0%	-2%	17%	-2%	?
O=C(c1ccco1)N1CCN(c2ncnc3c(-c4ccccc4)nsc23)CC1	13%	i	11%	?	0%	-2%	-3%	?
CNc1ccc(Cl)cc1C(N)=O	18%[46 µM]	-15%	·	?	8%	-2%	1%	?
CCN(CC)c1ccc2cc(C(=O)Nc3ccc(-n4cnnn4)c(OC)c3)c(=O)oc2c1	6%	i	-14%	-3%	-1%	3%	-2%	?
C1CCC2OC2C1 (configuration not stated)	·	0%	-10%	3%	-4%	0%	-3%	·
Cc1ccc(C(C)C)c(OCC(=O)Nc2ccc3c(c2)nc(CN2CCCC2)n3C)c1	-1%	3%	-14%	?	-16%	9%	3%	-21%
CS(=O)(=O)/C(C#N)=C/c1c(-c2ccccc2)nc2n1CCS2	·	-4%	·	·	4%	5%	-1%	?
CC(=O)c1cnc(-c2ccccc2)s1	·	4%	·	-10%	-5%	7%	-2%	-7%
COc1ccc(-c2csc(NC(=O)CSc3ccc(Br)cc3)n2)c(OC)c1	-6%	i	-18%	-7%	1%	11%	-3%	-6%
COC(=O)c1[nH]c2ccc(C)cc2c1NC(=O)C(C)N1CCN(C2CCCCC2)CC1 (configuration not stated)	5%	-6%	17%	?	1%	-32%	-1%	?
CCC1=NC(c2ccc(OC)cc2)N(O)C1(C)C (configuration not stated)	9%	-13%	-12%	0%	1%	-3%	-1%	6%
CC(=O)Nc1ccc(S(=O)(=O)N2CCCN(S(=O)(=O)c3ccc(NC(C)=O)cc3)CC2)cc1	2%	-1%	5%	-4%	8%	2%	-2%	18%
COc1ccc(CNS(=O)(=O)NCc2ccc(C)cc2)cc1	4%[46 µM]	i	-1%	5%	-1%	8%	-1%	3%
COc1nc(OC)nc(Oc2ccc(Cl)cc2[N+](=O)[O-])n1	3%	i	5%	7%	0%	5%	-2%	13%
Cc1ccc(NC(=O)CCC(=O)OCC(=O)c2ccc(Oc3ccc([N+](=O)[O-])cc3)cc2)c(C)c1	1%	-5%	-32%[inhibitor]	22µM*	-2%	9%	1%	-3%
COc1cc(C(=O)NCCC(=O)NCCCN2CCCCC2C)cc(OC)c1OC (configuration not stated)	3%	-4%	-7%	3%	-2%	3%	-5%	6%
Cc1cc(CNC(=O)Cc2ccccc2)c2ccccc2n1	·	-10%	-18%	3%	-4%	7%	-1%	-11%
CSc1ncc(CN2CCCC(C(=O)c3ccc(C(C)(C)C)cc3)C2)cn1 (configuration not stated)	?	6%	-1%	1%	-2%	15%	-1%	5%
O=C(c1ccc2c(c1)OCO2)N1CCN(c2ccccn2)CC1	6%	0%	-4%	-3%	-7%	-1%	0%	?
C=CCn1c(SCC(=O)NC2CCCc3ccccc32)nnc1-c1ccncc1 (configuration not stated)	-9%	-8%	-58%[inhibitor]	-8%	-5%	11%	1%	-3%
O=C(COc1ccccc1F)NNC(=O)c1ccc(N2CCCCC2)c([N+](=O)[O-])c1	11%	-1%	-2%	?	0%	10%	-2%	-6%
C=CCOC[C@@H]1CN2[C@H](c3ccc(Br)cc3)[C@@H](C)CC[C@H]2C(=O)O1	·	4%	9%	-2%	7%	0%	1%	1%
CCN(CC)C(=S)SCC(=O)c1ccc(F)cc1	?	-1%	18µM*	?	4%	-5%	-4%	4%

A portion of the library, so the mix of outcomes need not match the whole.
